Screening data from PubChem BioAssay.
KLF5 inh – KLF5 expression inhibitors, primary screen, DLD-1 cells, luminescence; inhibition, % at 5 µM; DLD-1 KLF5 promoter-luciferase reporter; 290,000 compounds, 0.23% hits;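 active = inhibition above a per-plate limit of that plate's mean compound inhibition plus 3 SD, cut at about 60% in these data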;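 note: 0% = DMSO wells and 100% = LY294002 at 200 µM; higher means less KLF5 promoter-driven luciferase light; inactives centre near -14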
AI-2 QS modul – Vibrio harveyi AI-2 quorum sensing modulators, primary screen, JMH597 strain, luminescence/OD600 ratio. Vibrio harveyi JMH597 AI-2 luminescence/OD600 ratio, 9 h; active compounds read low; strain lacks LuxN and CqsS sensors; 0 = neutral-control median. activity change, % at 7.5 µM. 300,000 compounds, 0.4% hits. AID 2094, 2009; in the data active = activity change below about -75%, passing the limit was not always enough; inconclusive = no clear call, values can overlap the other calls;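 note: luminescence divided by OD600 gain over 9 h not by final OD600 alone; inactives centre near 13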
HSF1 inhib – HSF1 inhibitors in luciferase reporter cells, primary screen, cell-based, NIH3T3, luminescence | 300,000 compounds, 0.77% hits | AID 2098, 2009 | NIH3T3-HGL HSE-luciferase, MG132-induced, luminescence 8 h; active compounds read low | activity change, negative = inhibition, % at 7.5 µM (by protocol);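 active = more than half of replicate wells show activity change below -50%, luminescence cut by over half; inconclusive = some wells, but at most half, below -50%; inactive = no replicate well below -50%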;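 note: luciferase reports HSF-1 transcriptional activity via heat shock element; 0% = median of DMSO wells and -100% = zero luminescence signal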
Platelet DG rel – inhibitors of platelet dense granule secretion, primary screen, cell-based, MLPCN, human platelets | human platelet-rich plasma, SFLLRN dense granule ATP release, luminescence | inhibition, %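 (compounds screened at 7.5 µM in platelet-rich plasma)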 | 300,000 compounds, 0.22% hits | AID 1663, 2009;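 active = mean replicate score, as percent of positive control, at or above 50; inconclusive = mean below 50 but at least one replicate at or above 50; inactive = mean and every replicate below 50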
HSP90 refold inh – HSP90 inhibitors, primary screen, cell lysate, luminescence; Rabbit reticulocyte lysate, luciferase refolding luminescence, 3 h; inhibition, % at 5.6 µM; 290,000 compounds, 0.91% hits; Heat shock protein HSP 90 (rabbit reticulocyte lysate; luciferase refolding);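 active = inhibition above the screen-wide mean plus 3 SD, computed separately per campaign, cut at about 16% in these data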;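 note: 0% = DMSO wells and 100% = 60 µM geldanamycin wells; inhibitors lower the luminescence because luciferase stays unfolded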
HSF1 activator – HSF-1 activators, primary screen, NIH3T3-HGL cells, MG132 stress, luminescence, single point. NIH3T3-HGL HSF-1 luciferase reporter, 8 h; 100% = twice DMSO control signal. activation, % at 9 µM. 300,000 compounds, 1.7% hits;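 active = mean replicate activation of at least 50% with a set share of replicates each reaching 50%; inconclusive = only one of those two conditions met; inactive = mean below 50% and too few replicates reaching it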;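 note: 0% = median of the neutral control wells and 100% = twice that signal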
HIF activator – HIF pathway transcriptional activators, primary screen, cell-based, U2OS HRE-luciferase, luminescence; U2OS HRE-luciferase reporter; normalized: DMSO 0%, desferrioxamine 100%; activation, % at 7.5 µM (by protocol); 300,000 compounds, 0.32% hits;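 active = mean activation of at least 10% of the iron chelator positive control signal, with at least half of replicates also reaching 10%; inconclusive = mean and replicate majority disagree about reaching 10%; inactive = mean and most replicates under 10%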
SKKanGAS inh – S. pyogenes SKKanGAS growth inhibitors in kanamycin, primary screen, streptokinase expression inhibitor project, SKKanGAS strain, BacTiter-Glo luminescence | 6 h | inhibition, % at 7.5 µM | 300,000 compounds, 1.3% hits;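 active = mean replicate score, as percent of positive control median, at least 50; inconclusive = mean below 50 but one replicate at or above 50; inactive = mean and every replicate below 50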;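 note: strain carries kanamycin resistance gene driven by streptokinase promoter and grows in 40 µg/ml kanamycin; loss of luminescence reflects streptokinase promoter inhibition or plain growth inhibition; 0% = median of DMSO wells and 100% = positive control at its reference dose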
aSyn UTR inh – MLPCN primary screen, SNCA 5' untranslated region; alpha-synuclein 5'UTR reporter, inhibitor activity; inhibition, % (tested at 7.5 µM); 300,000 compounds, 0.82% hits; AID 1813, 2009; in the data active = inhibition above about 60%; inconclusive = no clear call, values can overlap the other calls;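 note: H4 neuroglioblastoma cells stably carrying SNCA 5'UTR luciferase fusion; 0% = DMSO wells and 100% = positive control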
IEC-6 tox – cytotoxicity in IEC-6 intestinal epithelial cells, primary screen, cytotoxicity control for KLF5 inhibitor project, cell-based, luminescence | 290,000 compounds, 0.78% hits | inhibition, % at 5 µM | IEC-6 cytotoxicity, luminescence viability | AID 1825, 2009; in the data active = inhibition above about 22%;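 note: 0% = plate median of test compound wells and 100% = cytotoxic reference compound wells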
The depositor's hits bear a star; u = inconclusive; x = not tested or not shown.

SMILES	KLF5 inh	AI-2 QS modul	HSF1 inhib	Platelet DG rel	HSP90 refold inh	HSF1 activator	HIF activator	SKKanGAS inh	aSyn UTR inh	IEC-6 tox
O=C(Cn1c(=O)oc2ccccc21)N1CCN(c2ccc(N3CCOCC3)nn2)CC1	-6	13	-2	21	-2	-1	-0.2	7	26	-10
COC(=O)c1ccc(NC(=O)c2ccc(F)cc2)o1	-39	6	0	1	1	0	-0.2	-2	-31	1
N#CCC(=O)N/N=C\c1cc(Br)ccc1OC/C=C/c1ccccc1	-114	40	x	x	0	x	x	x	x	5
O=C(NCc1ccccc1)NC(=O)c1ccccc1F	-56	-58	0	3	-5	13	1.1	2	-54	5
O=C(O)c1cccc(Oc2cccc(Cl)n2)c1	5	47	-3	0	-1	-11	-0.2	21	14	2
N=c1n(CCCOc2ccc(F)cc2)c2ccccc2n1CC(N)=O	-4	13	-11	-3	-1	17	-0.3	10	5	-5
Clc1cc(NCc2cccs2)ccc1N1CCOCC1	-65	5	-1	-3	-5	5	3.9	14	-105	4
CCc1cc2c(=O)nc3n(c2s1)Cc1ccccc1/C3=C(/O)c1ccccc1Cl	-34	28	3	7	4	0	0.3	26	-30	0
c1ccc(CN2c3ccccc3-c3nc4ccccc4n3C2c2ccccn2)cc1 (stereo not given)	-13	29	7	-9	3	17	-0.3	-3	-32	1
CCCC(=O)n1nc(-c2cccnc2)nc1NCc1cccs1	-15	32	-2	4	-3	-3	-0.2	1	-34	-8
O=C(CCl)NC(=O)NC12CC3CC(CC(C3)C1)C2	4	15	-7	2	-5	5	-0.7	0	-26	-4
CCOc1cc(Br)ccc1S(=O)(=O)N1CCC(C(N)=O)CC1	23	7	1	2	1	-14	0.0	3	8	-2
CSc1ccccc1C(=O)NCc1ccc2c(c1)OCO2	-10	18	-8	-4	-1	3	0.0	-1	17	-1
CCC(=O)N/N=c1/sc2ccccc2n1C	-39	20	5	1	1	13	0.6	-3	-33	-2
COc1cc(/C=C2\C(=O)N(c3ccc(NC(C)=O)cc3)N=C2c2ccccc2)ccc1O	-27	22	24	-5	16*	8	-0.8	x	14	1
CC(C)C1CC(CCNCc2ccc3c(c2)OCO3)(c2ccccc2)CCO1 (stereo not given)	-22	28	-1	10	-4	2	0.0	-11	-1	3
O=C(CCn1c(=S)oc2ccccc21)NCCC1=CCCCC1	-8	4	-2	-2	-2	13	-0.1	0	1	-1
COc1ccc(C2CC(c3cccc(OC)c3OC)n3nnnc3N2)cc1 (stereo not given)	-11	16	-7	6	0	0	-0.4	-2	35	5
CN(C)c1ccc(/C=C(/NC(=O)c2ccccc2)C(=O)N2CCCC2)cc1	-14	0	-4	-6	-1	1	-0.7	0	-29	-2
O=C(c1ccco1)n1nc(-c2cccnc2)nc1NCc1ccco1	-28	13	-9	6	-3	17	-0.3	2	8	-7
COc1ccccc1C(=O)NNC(=O)C(=O)NC1CCCCC1	-20	19	-1	5	0	-8	-0.3	0	21	-6
N[C@@]12CCc3nonc3[C@]1(O)CC(c1ccccc1)=[N+]2[O-]	-2	16	3	8	1	2	0.0	0	13	0
CC1(C)CC(=O)C/C(=N/NC(=O)CCCOc2ccc(Cl)cc2Cl)C1	6	32	19	-2	0	u	-12	1	16	9
CC(=O)c1ccc(OCCCC(=O)Nc2ccc(S(=O)(=O)N3CCOCC3)cc2)cc1	x	8	-2	5	x	-13	-0.4	2	-6	x
COc1ccccc1Oc1ccc2c(c1)C(=O)N(CC(=O)O)C2=O	-35	20	-3	-9	-2	18	-17	1	-1	3

The list continues:
SMILES	KLF5 inh	AI-2 QS modul	HSF1 inhib	Platelet DG rel	HSP90 refold inh	HSF1 activator	HIF activator	SKKanGAS inh	aSyn UTR inh	IEC-6 tox
O=c1[nH]c(SCc2n[nH]c(=S)n2-c2ccccc2)nc2ccccc12	-17	24	0	1	-2	-6	0.1	-3	7	-2
CN(C)CCN(C(=O)CCS(=O)(=O)c1ccccc1)c1nc2c(F)cccc2s1	-18	x	5	11	3	-14	0.0	1	-3	3
COc1cc(OC)cc(C(=O)N2CCN(C(=O)Cc3ccccc3)CC2)c1	-13	20	-6	-3	2	6	-14	-4	14	-3
CN(c1cccc(NC(=O)c2ccc(Cl)c(S(=O)(=O)N3CCOCC3)c2)c1)S(C)(=O)=O	-15	2	-1	2	-5	1	-0.2	9	-13	4
O=C(NCc1ccccc1)C(=O)Nc1nc(C23CC4CC(CC(C4)C2)C3)cs1	-21	18	0	-12	6	-4	-0.5	102*	18	10
COc1cc(Nc2nc3ccccc3nc2NS(=O)(=O)c2ccc([N+](=O)[O-])cc2)cc(OC)c1OC	-24	-8	-31	-1	-2	-39	0.0	24	15	7
CS(=O)(=O)Nc1ccc(C(=O)NCC2CCCO2)cc1 (stereo not given)	-10	15	-1	2	-1	3	-0.3	2	-7	2
O=S(=O)(Nc1cccc2[nH]ncc12)c1cccs1	20	13	-1	2	1	13	-0.1	10	26	-4
COc1ccc(OC)c(C(=O)N(C)C2CCCN(Cc3ccccc3F)C2)c1 (stereo not given)	-12	2	-2	1	-7	6	-2.5	3	4	6
CC1(C(=O)N/N=C/c2c(F)c(F)c(F)c(F)c2F)CC1(Cl)Cl (stereo not given)	x	-2	-4	-1	x	22	0.0	-11	15	x
O=C(NCCCl)NNC(=O)c1cc2ccccc2cc1O	-11	5	1	0	2	-18	-0.8	x	-18	-1
Cc1nc(SCC(=O)NC(C)(C#N)C2CC2)c2c(-c3cccs3)csc2n1 (stereo not given)	-21	-5	1	-17	1	17	-0.1	-4	-17	-6
C=CCc1ccc(OCCCCN2CC(C)CC(C)C2)c(OC)c1 (stereo not given)	11	19	-5	1	-2	-7	-0.3	3	15	4
N#CC[C@H](Cc1ccccc1)N1CC[C@@H](NC(=O)OCc2ccccc2)CCC1=O	-11	-6	0	4	-3	-5	0.1	1	13	-3
CCC(=O)c1c(OCc2ccccc2)ccc2c(C)cc(=O)oc12	-11	5	1	-22	-3	-4	0.2	0	7	0
CCOc1ccc(CCNC(=O)c2nnn(CC(=O)Nc3ccc(C)cc3)c2N)cc1OCC	-22	22	20	-16	-3	24	3.7	-5	-71	4
COc1ccc(CCNC(=O)CC(=O)NCCc2ccc(OC)cc2)cc1	-10	22	3	2	-3	-13	0.1	-3	21	4
O=C(Nc1cccc(C(=O)O)c1)Nc1ccc2c(c1)OCO2	96*	3	u	11	86*	-60	-4.4	7	99*	2
CC(C)(C)c1ccc(OCCCNCc2ccccc2)cc1	-5	31	-10	5	8	-14	0.3	1	-35	6
CC(=O)Nc1cccc(C(=O)OC(C)C(=O)N2CCc3ccccc32)c1 (stereo not given)	x	21	6	-2	x	12	-22	0	-6	x
Cc1cc(C)cc(NC(=S)N(Cc2ccc(Br)cc2)Cc2ccc(C(=O)O)cc2)c1	-36	27	8	4	-5	28	-0.4	34	19	-4
O=C(Nc1ccc(Cl)cc1)c1ccc(-n2cncn2)c([N+](=O)[O-])c1	-10	9	-15	-1	-4	3	-0.3	3	13	6
CC(=O)N1c2ccc(S(=O)(=O)N3CCCC3)cc2CC1C(=O)NCc1ccc(OC(C)C)cc1 (stereo not given)	-52	36	3	2	-2	20	0.7	-3	22	-3
COc1ccc(NC(=O)c2ccc3ccccc3c2)cc1NS(=O)(=O)c1ccc(F)cc1	10	38	5	12	-2	17	0.4	35	11	-10
CCOC(=O)c1sc(NC(=O)C(CC)Sc2nc3ccccc3[nH]2)nc1C (stereo not given)	-16	27	3	15	2	3	0.0	24	13	-2

Further results follow.
SMILES	KLF5 inh	AI-2 QS modul	HSF1 inhib	Platelet DG rel	HSP90 refold inh	HSF1 activator	HIF activator	SKKanGAS inh	aSyn UTR inh	IEC-6 tox
COC(=O)CC(NC(=O)Nc1ccc(C)cc1)c1cccc([N+](=O)[O-])c1 (stereo not given)	5	32	-2	0	2	5	-0.3	0	-10	-5
Cc1cccc(C)c1NC(=O)C1CC(=O)N(C(C)C)C1 (stereo not given)	-36	-4	8	10	4	34	-0.5	-4	-27	-4
COc1ccc(OCCCCN2CCC(C)CC2)cc1	-47	16	-4	2	0	-3	-0.8	6	16	-1
Cc1cccc(OCCn2c(=O)oc3ccc(C)cc32)c1	-21	-6	26	4	5	7	3.7	7	-110	2
Cc1nc(N2CCN(C)CC2)c2cc(-c3ccccc3)sc2n1	-24	x	17	2	2	u	2.0	-2	-2	2
CC1=NC(C)(C)Cc2ccccc21	-32	36	-5	2	-8	-5	1.0	3	8	7
CN1C(=O)/C(=C/c2ccc(O)c([N+](=O)[O-])c2)NC1=S	-31	23	13	1	1	42	-0.5	-3	16	0
CCc1ccc(/C=N/NC(=O)Cc2ccc(OC)c(OC)c2)s1	-5	8	x	x	-4	x	x	x	x	5
CC(C)c1ccc(/C=C/C(=O)N2CCc3ccccc3C2)cc1	1	-29	-4	4	4	-2	-0.4	-4	3	-5
Cn1c(C(=O)N2CCCCCC2)cc2c(=O)n(C)c3ccccc3c21	-32	-22	-1	-4	3	0	0.2	-10	-9	5
O=C(Nc1c(-c2ccccc2)nc2ncccn12)c1cc2ccccc2oc1=O	-17	15	0	-22	0	0	-0.2	-4	14	0
CCOC(=O)c1c(-c2ccc(Cl)cc2)c(C#N)c(=O)n(N)c1N	-1	10	-13	-47	1	-27	-0.1	-9	29	2
Cc1cccc(NC(=O)c2cc(-c3cc(C)ccc3O)n[nH]2)c1	-117	20	55	-1	-7	104*	-5.0	-3	-227	5
O=C(O)CCNC(=S)Nc1cccc(F)c1	3	31	1	1	6	7	-3.1	2	9	4
COc1ccc(-c2cc3ccc(OCC(C)=O)cc3oc2=O)cc1OC	-116	11	24	5	6	29	3.2	0	-125	5
Cc1ccc(/C=N/NC(=O)c2ccc3ccccc3c2)s1	48	14	5	2	4	-3	2.0	-1	-132	82*
CN(C)S(=O)(=O)c1cccc(NC(=O)COC(=O)c2ccc3c(c2)OCO3)c1	-46	7	-6	3	2	-8	0.6	4	-1	4
CCOc1cc2[nH]c(=O)n(CCCCCC(=O)NCc3ccco3)c(=O)c2cc1OCC	-22	15	-7	-4	3	8	1.1	3	22	0
O=C(CCCn1c(SCc2cc(=O)n3ccccc3n2)nc2ccccc2c1=O)NCC1CCCO1 (stereo not given)	2	21	-7	4	2	-30	1.0	-1	0	-2
COc1ccc(CCNC(=O)CCCC(=O)n2nc(C)c3ccccc32)cc1OC	-12	17	-4	0	-3	-1	-0.6	0	2	6
O=[N+]([O-])c1ccc(S(=O)(=O)N/N=C/c2ccco2)cc1	-22	21	-7	5	-2	5	-0.1	-12	-8	-4
